Assay outcomes as filed in PubChem.
USP1 inh = inhibitors of human USP1/UAF1 deubiquitinase; actives 0.23% (n = 390,000); AID 743255; Potency, µM (highest dose often 57.1 µM), without a hit: top-dose activity change, negative = inhibition, usual class: inhibitors; O94782; recombinant USP1/UAF1, Ub-Rhodamine cleavage fluorescence; also: potency is read from the fitted curve at half-maximal effect; % is scaled to controls: 0 for no effect and ±100 for the full control effect; nearly all actives have a fitted effect of over 60% in size; inactives centre near -12
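High-throughput fluorogenic screen: 1nM USP1/UAF1 complex, Ub-Rho substrate 150nM final, 50mM HEPES pH 7.8 with 0.5mM EDTA, 0.1 mg/ml BSA, 1mM TCEP and 0.01% Tween-20.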
TRHR agonist = agonists of human TRH receptor; P34981; TRHR cells, calcium flux fluo-8, FDSS agonist mode; activation, % at 2 µM; actives 0.18% (n = 360,000); AID 493084; in the data active = activation above about 30%; also: 0% is about no effect
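Agonist-mode FDSS calcium read (Ex 480/Em 530, 1 s cycles) in 1536-well TRHR cells with fluo-8 dye, after 10-cycle baseline and 23 nL compound addition; TRH at EC20 (10 nM final) added afterwards for the enhancer phase.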
rTrxR1 inhibitor = rat TrxR1 inhibition; recombinant rTrxR1, NADPH fluorescence consumption, selenite substrate; actives 1% (n = 390,000); Potency, µM (top dose mostly 114 µM), for inactives: at the highest dose activity change, negative = inhibition, actives largely listed as inhibitors; also: potency is read from the fitted curve at half-maximal effect; % is scaled to controls: 0 for no effect and ±100 for the full control effect; nearly all actives have a fitted effect of over 65% in size
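Rat TrxR1 (90 nM in the dispensed reagent) was pre-reduced with 400 uM NADPH for 5 min at room temperature, then incubated with compound for 15 min. After 400 uM selenite was added, NADPH fluorescence (Ex 340/Em 450 nm) was followed for 8 min.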
mIDH1 inhibitor = human IDH1 R132H inhibition; actives 0.093% (n = 390,000); IDH1-R132H enzyme, NADPH consumption, diaphorase/resazurin fluorescence; O75874; Potency, µM (doses to about 76.6 µM), for the others: at the top dose activity change, negative = inhibition, usual class: inhibitors; also: potency is read from the fitted curve at half-maximal effect; % is scaled to controls: 0 for no effect and ±100 for the full control effect; nearly all actives have a fitted effect of over 65% in size
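IDH1-R132H (0.5 ug/mL dispensed) in pH 7.5 Tris buffer was preincubated 30 min with compound, then given a substrate mix of 0.016 mM NADPH and 2 mM alpha-KG for 80 min at room temperature; remaining NADPH was read by diaphorase/resazurin fluorescence.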
TrxR1 substrate = is turned over as a substrate by rat TrxR1 | O89049 | purified TrxR1 substrate turnover, NADPH consumption readout | Potency, µM (highest dose often 114 µM), without a hit: top-dose activity change, negative = substrate turnover | actives 0.01% (n = 390,000) | AID 588456; also: potency is read from the fitted curve at half-maximal effect; % is scaled to controls: 0 for no effect and ±100 for the full control effect; nearly all actives have a fitted effect of over 50% in size
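Rat TrxR1, dispensed at 90 nM, was prereduced with 400 uM NADPH (final) for 5 min at ~22 deg C, then incubated with compound 15 min before 400 uM selenite. A first-read NADPH fluorescence drop versus no-compound background flagged substrates.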
TRHR PAM = TRH receptor (human) allosteric enhancement | P34981 | TRHR cells, fluo-8 calcium fluorescence, EC20 TRH enhancement | enhancement, % at 2 µM | actives 0.66% (n = 360,000); in the data active = enhancement above about 30%; also: 0% is about no effect
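TRHR-expressing cells loaded with fluo-8 calcium dye were read kinetically (ex 480/em 530) during compound addition, then stimulated with an EC20 of TRH (10 nM final). Enhancement of the Gq-mediated intracellular calcium response was scored.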
PI4K2A inh = blocks human PI4K2A kinase activity; Q9BTU6; purified PI4K2A, ADP-Glo luminescence, 1 h; active compounds read low; activity change, negative = inhibition, % at 76.9 µM; actives 0.13% (n = 420,000); AID 1346378; in the data active = activity change below about -50%; inconclusive = mostly about -30% to -49%;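 also: -100% = wells without enzyme as full effect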
Target sequence (Q9BTU6 whole entry, looked up): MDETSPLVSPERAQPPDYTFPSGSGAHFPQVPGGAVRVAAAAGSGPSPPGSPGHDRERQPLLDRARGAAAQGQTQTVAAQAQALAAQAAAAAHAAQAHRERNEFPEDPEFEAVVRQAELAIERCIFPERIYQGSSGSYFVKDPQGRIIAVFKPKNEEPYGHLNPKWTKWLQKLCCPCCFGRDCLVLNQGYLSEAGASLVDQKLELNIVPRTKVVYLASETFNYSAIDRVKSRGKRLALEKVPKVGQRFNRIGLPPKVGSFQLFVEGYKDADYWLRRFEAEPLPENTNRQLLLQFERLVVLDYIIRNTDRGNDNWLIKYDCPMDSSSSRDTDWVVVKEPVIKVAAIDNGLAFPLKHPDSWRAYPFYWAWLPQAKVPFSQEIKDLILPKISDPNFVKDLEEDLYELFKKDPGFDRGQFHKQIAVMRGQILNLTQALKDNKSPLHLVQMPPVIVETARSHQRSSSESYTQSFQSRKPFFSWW
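PI4K2A activity was measured by ADP-Glo luminescence: enzyme (4 ug/mL stock) and phosphatidylinositol (1.2 mM stock) in Tris pH 7.5/MgCl2/EGTA/Triton X-100 buffer were reacted with ATP (300 microM stock) for one hour at ambient temperature.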
D2 agonist = activates the human D2 dopamine receptor; P14416; HEK293 T-REx D2 cells, calcium flux agonist mode; activation, % at 2 µM; actives 0.53% (n = 340,000);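 active = activation over 3 SD above normal in the single-dose calcium agonist read, cut at about 30% in these data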; also: 0% is about no effect
Target sequence (P14416 whole entry, looked up): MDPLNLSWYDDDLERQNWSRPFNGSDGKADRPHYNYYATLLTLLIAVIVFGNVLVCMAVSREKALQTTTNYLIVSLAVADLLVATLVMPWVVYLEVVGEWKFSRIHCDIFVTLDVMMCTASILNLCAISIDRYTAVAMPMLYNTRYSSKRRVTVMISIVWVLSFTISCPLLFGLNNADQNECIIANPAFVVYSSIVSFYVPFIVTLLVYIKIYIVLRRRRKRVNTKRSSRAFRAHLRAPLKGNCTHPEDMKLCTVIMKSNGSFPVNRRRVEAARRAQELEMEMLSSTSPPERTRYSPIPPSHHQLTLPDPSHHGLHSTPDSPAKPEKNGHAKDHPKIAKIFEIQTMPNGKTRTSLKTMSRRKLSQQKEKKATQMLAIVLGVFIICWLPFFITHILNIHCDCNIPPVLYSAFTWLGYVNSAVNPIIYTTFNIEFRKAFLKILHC
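Tetracycline-induced HEK293 T-REx cells with force-coupled D2 receptor, plated overnight at 30 C, loaded with no-wash calcium dye. After a 10 s baseline, compound was pin-added and calcium flux read kinetically for 180 s; calcium rises flagged agonists.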
D2 antag = antagonists of human D2 dopamine receptor; HEK293 TREx D2 cells, calcium flux, dopamine EC80; inhibition, % at 10 µM; actives 2% (n = 340,000); P14416; in the data active = inhibition above about 30%; also: 0% is about no effect
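Dopamine at EC80 is the agonist stimulus; test compounds precede it by 180 s. Calcium flux read kinetically in a force-coupled, inducible HEK293 T-REx D2 cell line.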
Starred values were filed as active, the others as inactive; ? = inconclusive; . = no result given; & = joins results of further samples; [ ] = another dose, or the depositor's remark. Unless noted, calls follow the shape of the dose curve; as a rule, active = well fitted inhibition curve with a large enough effect; inconclusive = small, poorly fitted or top-dose-only effect; inactive = no such curve, though single readings can be large or run the other way.

SMILES | USP1 inh | TRHR agonist | rTrxR1 inhibitor | mIDH1 inhibitor | TrxR1 substrate | TRHR PAM | PI4K2A inh | D2 agonist | D2 antag
CCC1=Nc2cc(C(=O)NCCCOC)ccc2Sc2ccc(Br)cc21 | -18% | -0.7 | 6% | -1% | 1% | 1 | 2 | -0.8 | .
O=C(/C=C/c1ccco1)Nc1ccccn1 | -8% | 0.2 | ? | 2% | -19% | 1 | -6 | -0.2 | -5
CC(=O)Nc1ccc(NC(=O)c2ccccc2N(Cc2ccccc2)S(C)(=O)=O)cc1 | -12% | 0.0 | 0%[57.1 µM] | -2% | 3%[57.1 µM] | 0 | 0 | -0.1 | -8
Cc1ccnc(NC(=O)CCC(=O)N(CC(=O)NC2CCCCC2)C2CCCC2)c1 | -13% | 0.1 | 20% | 2% | 7% | 10 | 1 | -0.4 | 5
CC1CCN(Cc2nnnn2CCCC(=O)N(C)C2CCOC2)CC1 (stereo unspecified) | -30% | 0.0 | 4% | -10% | 3% | 4 | 1 | 0.2 | -3
CCOc1cc(CN2CCN(Cc3ccc(C)o3)C(CCO)C2)ccc1OC (stereo unspecified) | -4% | -0.5 | 13% | 0% | -1% | 10 | -6 | -0.6 | 23
COc1ccc(CN2C(=O)CSC2c2ccncc2)cc1 (stereo unspecified) | 6% | 0.1 | 12%[11.4 µM] | 0% | 6%[11.4 µM] | -3 | 7 | 0.0 | 5
Cc1ccccc1C(=O)Nc1c(-c2cccs2)c(=O)c2ccccc2n1C | -14% | -0.1 | 5% | 2% | -10% | -8 | 5 | 0.7 | -3
COC(=O)c1ccc(C2Nc3ccccc3NC3=C2C(=O)CC(C)(C)C3)cc1 (stereo unspecified) | -17% | 0.1 | 12% | -4% | -7% | 0 | 6 | 0.6 | 15
Brc1ccccc1OCCCn1cnc2ccccc21 | -17% | 0.4 | 14% | 19% | 1% | 0 | -1 | . | .
CCCNc1c(NC(C)=O)c(=O)oc2ccccc12 | -8% | 1.1 | 9% | -5% | -6% | 20 | -1 | 6.1 | 0
CC(C)OCCCNC(=O)c1ccc(NS(C)(=O)=O)cc1 | -22% | 0.6 | 24% | 4% | 12% | 2 | 2 | -0.6 | 2

Six compounds from above, sorted by length of the SMILES, ascending:
SMILES | USP1 inh | TRHR agonist | rTrxR1 inhibitor | mIDH1 inhibitor | TrxR1 substrate | TRHR PAM | PI4K2A inh | D2 agonist | D2 antag
Brc1ccccc1OCCCn1cnc2ccccc21 | -17% | 0.4 | 14% | 19% | 1% | 0 | -1 | . | .
CC1CCN(Cc2nnnn2CCCC(=O)N(C)C2CCOC2)CC1 (stereo unspecified) | -30% | 0.0 | 4% | -10% | 3% | 4 | 1 | 0.2 | -3
CCC1=Nc2cc(C(=O)NCCCOC)ccc2Sc2ccc(Br)cc21 | -18% | -0.7 | 6% | -1% | 1% | 1 | 2 | -0.8 | .
CCOc1cc(CN2CCN(Cc3ccc(C)o3)C(CCO)C2)ccc1OC (stereo unspecified) | -4% | -0.5 | 13% | 0% | -1% | 10 | -6 | -0.6 | 23
Cc1ccnc(NC(=O)CCC(=O)N(CC(=O)NC2CCCCC2)C2CCCC2)c1 | -13% | 0.1 | 20% | 2% | 7% | 10 | 1 | -0.4 | 5
CC(=O)Nc1ccc(NC(=O)c2ccccc2N(Cc2ccccc2)S(C)(=O)=O)cc1 | -12% | 0.0 | 0%[57.1 µM] | -2% | 3%[57.1 µM] | 0 | 0 | -0.1 | -8

(further entries)
SMILES | USP1 inh | TRHR agonist | rTrxR1 inhibitor | mIDH1 inhibitor | TrxR1 substrate | TRHR PAM | PI4K2A inh | D2 agonist | D2 antag
O=C(Nc1cccc(-c2ccc(N3CCCCC3)nn2)c1)C(F)(F)F | -21% | -0.6 | 14% | 2% | -3% | 3 | 2 | 0.1 | 10
Cc1ccccc1-c1nc(CS(=O)CC(=O)N2CCN(c3cc(Cl)ccc3C)CC2)c(C)o1 (stereo unspecified) | -26% | -0.2 | 14% | -11% | 1% | 7 | -3 | 0.7 | .
COc1ccc2c(c1)c1c(c(=O)n(-c3ccccc3C)c(=O)n1Cc1cccc(C(F)(F)F)c1)n2C | ? | 0.6 | 55%[activator] | -4% | 55%[activator] | 3 | 5 | 0.2 | .
COc1ccc(CN(C)C(=O)C23CC4CC(CC(Cl)(C4)C2)C3)c(OC)c1OC | -5% | 0.5 | 25% | 4% | 0% | -10 | -1 | -0.6 | 0
COc1ccc(/C=N/NC(=O)c2ccccc2OCc2ccccc2)c(OC)c1 | -18% | -0.3 | 16%[57.1 µM] | 3% | 8%[57.1 µM] | 4 | 7 | 2.3 | 8
CC1(C)C(=O)NCCN1C(=O)c1ccc2nc(Cc3ccccc3F)oc2c1 | -14% | 1.2 | 5% | -2% | -1% | 0 | 3 | 0.4 | 10
COCCNC(=O)c1cc2c(=O)n(C)c3ccccc3c2n1C | -8% | 0.3 | 7%[57.1 µM] | 8% | 14%[57.1 µM] | -1 | 5 | 0.5 | 0
C=CCNC(=O)CN(c1cccc(Br)c1)S(C)(=O)=O | -11% | 0.0 | 3% | 2% | -8% | 9 | -6 | 0.1 | 2
N#Cc1ccc(-c2csc(NC(=O)C3CC3)n2)cc1 | -23% | -0.3 | 16% | -3% | 18% | -2 | 2 | . | .
O=C1NC(=O)C(=Cc2ccccc2[N+](=O)[O-])S1 | ? | . | 11%[2.29 µM] | 1% | -3%[57.1 µM] | . | -14 | . | .
O=C(NNc1ccccc1[N+](=O)[O-])Nc1ccc(F)cc1 | -6% | 0.1 | -15%[57.1 µM] | 0% | -2%[57.1 µM] | 12 | -1 | . | .
COc1cccc(CNC(=O)C2CCCN(c3cnccn3)C2)c1 (stereo unspecified) | -18% | -0.4 | 8% | 7% | 12% | -11 | -1 | . | .
O=C(Nc1cc(Cl)ccc1Cl)C1CC(=O)N(c2ccc(Br)cc2)C1 (stereo unspecified) | -7% | -0.5 | 9% | 0% | 0% | 3 | -1 | 0.0 | 1
COc1ccc(NC(=O)CN(C)S(=O)(=O)c2ccc3c(c2)CCCN3C(C)=O)cc1 | ? | -0.1&0.2 | 14% | 3%&13% | 8% | -1&0 | -2&-3 | 0.0&0.2 | 4
CCCCCCn1c(=O)c(-c2ccccc2)c(O)c2ccccc21 | -19% | -1.1 | 15%[57.1 µM] | 4% | 8%[57.1 µM] | 5 | -1 | -0.2 | -4
CCCCN1C(=O)C(=O)N(CC(=O)N2CCN(c3ccccc3)CC2)C1=O | -3% | 0.1 | 17% | 0% | 0% | -2 | 2 | 2.4 | -3
COc1cc(/C=C2\SC(=O)N(c3ccccc3Cl)C2=O)cc([N+](=O)[O-])c1O | -20% | -2.2 | -7% | 8% | -13% | -4 | -1 | 0.5 | 10
CCn1c(CNc2ccc(Cl)cc2)nnc1SCC(=O)OC1CCCCC1 | -2% | 0.0 | -15% | 3% | -17% | -4 | 5 | -0.1 | 24
CC1OC(c2ccccc2)OC2COC(c3ccccc3)OC12 (stereo unspecified) | -13% | . | 20% | 7% | 9% | . | -3 | . | .
CC(=O)N1CCN(S(=O)(=O)c2cccc(C(=O)Nc3nccs3)c2)CC1 | -4% | 1.9 | 4% | -3% | -9% | -4 | -3 | . | .
Cc1ccc(COC(=O)Cc2coc3cc(O)ccc23)cc1 | ? | -0.7 | 11% | 8% | -1% | -18 | -4 | -3.1 | 10
COc1ccccc1N1CCN(Cc2nc(N)nc(Nc3ccc(C)cc3)n2)CC1 | -10% | -0.4 | -14% | 7% | -2% | 6 | 2 | 26 | 89*
COc1ccc2[nH]c(C(=O)Nc3ccc(C)c(F)c3)cc2c1 | -25% | -2.4 | -14% | 0% | -6% | 11 | -5 | -0.8 | -15
CCOC(=O)C1CCN(C(=O)CCc2ccccc2)CC1 | -19% | 1.2 | ? | 3% | -15% | 2 | 16 | 0.1 | -4
O=C1Nc2ccccc2O/C1=C\c1ccccc1 | -21% | 3.9 | 20% | 1% | 25% | 4 | 6 | 1.0 | -4
CCc1ccccc1NC(=O)C1CCCN(c2nccc(C)n2)C1 (stereo unspecified) | 8% | -0.9 | 16% | -3% | 9% | -7 | 4 | . | .
COc1ccc(C2(C(=O)Nc3ccccc3)CCOCC2)cc1 | -22% | 0.4 | -6% | 7% | -3% | 11 | 0 | 0.2 | -15
Nn1c(SCC(=O)N2CCCc3ccccc32)nnc1-c1ccc(Cl)cc1 | -12% | 0.5 | 12% | 4% | -1% | 1 | 3 | 0.1 | -3
COc1ccc(CCNC(=O)C2CC3Cn4c(nc5cc(Cl)c(Cl)cc54)C3N2C)cc1 (stereo unspecified) | -29% | -0.2 | 2% | 8% | 2% | 4 | 0 | 0.1 | 8
O=C(NCc1ccco1)c1ccc(Br)c(S(=O)(=O)N2CCCCC2)c1 | ? | -0.9 | -20% | 5% | 7% | 4 | -2 | 0.3 | 6
O=C1NCCNC(=O)c2ccccc2OCCOc2ccccc21 | -5% | 0.7 | 31% | -5% | 4% | 7 | -4 | 0.3 | -10
COc1ccc(OC)c([N+](=O)[O-])c1C(N)=O | -23% | 0.3 | -1%[57.1 µM] | -4% | 2%[57.1 µM] | -3 | 6 | -0.4 | 7
